Source: PubChem BioAssay (several laboratories)
GDH-TPI counter – counter-screen for M. tuberculosis FBA inhibitors: GDH-TPI coupled enzymes. GDH-TPI coupled enzyme counterscreen, NADH absorbance. inhibition, % at 4.8 µM. actives 1.2% (n = 360,000); in the data active = inhibition above about 30%;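 also: 0% = DMSO wells and 100% = wells lacking the enzyme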
BioA inh – BioA (M. tuberculosis) enzyme inhibition. actives 0.096% (n = 360,000). purified M. tuberculosis BioA enzyme, plate reader. inhibition, % at 9.99 µM; in the data active = inhibition above about 40%
FBA Mtb inh – inhibits M. tuberculosis FBA enzyme; P9WQA3; purified M. tuberculosis FBA, fluorescence read-out; inhibition, % at 1 µM; actives 2.3% (n = 360,000); in the data active = inhibition above about 27%;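 also: 0% = vehicle and 100% = reference inhibitor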
Target sequence (P9WQA3 whole entry, looked up): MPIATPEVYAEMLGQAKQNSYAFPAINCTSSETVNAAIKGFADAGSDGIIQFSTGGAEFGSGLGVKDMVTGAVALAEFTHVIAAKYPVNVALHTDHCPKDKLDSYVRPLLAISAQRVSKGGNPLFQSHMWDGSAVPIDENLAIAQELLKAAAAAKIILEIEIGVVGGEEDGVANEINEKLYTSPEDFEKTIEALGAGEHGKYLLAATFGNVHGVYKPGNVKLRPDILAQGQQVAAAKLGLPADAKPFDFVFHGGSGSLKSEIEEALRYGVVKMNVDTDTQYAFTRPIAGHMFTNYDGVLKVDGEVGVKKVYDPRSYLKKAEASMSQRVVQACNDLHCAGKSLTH
Vc quorum ag – induces V. cholerae light production without autoinducers; V. cholerae BH1578 lux reporter, luminescence, 6 h; activation, % at 18.7 µM; actives 0.16% (n = 350,000); in the data active = activation mostly above about 9.7%, no sharp cut-off; also: not every result past the cut was called active; inactives centre near 0; reference of the scale not given here
FadD28 FP inh – blocks FadD28 binding to the bisubstrate probe | AID 588549 | fluorescence polarization | inhibition, % at 12.5 µM | actives 0.22% (n = 360,000); in the data active = inhibition above about 8.5%, passing the limit was not always enough
Mtb UGM inh – inhibitors of M. tuberculosis UDP-galactopyranose mutase; P9WIQ1; purified UGM, fluorescence polarization probe displacement; inhibition, % at 10 µM; actives 0.06% (n = 320,000); AID 504406; in the data active = inhibition above about 10%, passing the limit was not always enough
Target sequence (P9WIQ1 whole entry, looked up): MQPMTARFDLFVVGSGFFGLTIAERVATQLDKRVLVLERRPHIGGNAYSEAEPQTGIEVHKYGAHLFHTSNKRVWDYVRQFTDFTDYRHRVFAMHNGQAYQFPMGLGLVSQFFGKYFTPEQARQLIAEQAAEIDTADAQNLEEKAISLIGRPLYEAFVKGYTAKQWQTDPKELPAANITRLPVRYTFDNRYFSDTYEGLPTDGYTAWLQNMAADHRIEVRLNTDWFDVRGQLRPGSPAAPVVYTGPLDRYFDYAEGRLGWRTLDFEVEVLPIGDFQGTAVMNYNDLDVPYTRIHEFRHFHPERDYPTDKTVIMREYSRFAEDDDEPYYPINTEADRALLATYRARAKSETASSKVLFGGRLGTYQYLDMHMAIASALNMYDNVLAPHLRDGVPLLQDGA
Y pestis TopoI – inhibitors of Yersinia pestis topoisomerase I; actives 0.064% (n = 360,000); Y. pestis Topo-I cleavage product accumulation, plate reader; AID 504884; activity, % at 10 µM; in the data active = activity above about 50%, passing the limit was not always enough; also: inactives centre near 2
PfHsp40 yeast – rescue of PfHsp40-mediated yeast toxicity; S. cerevisiae expressing PfHsp40, growth rescue, ATP luminescence; growth rescue, % at 12.5 µM; actives 0.68% (n = 340,000); in the data active = growth rescue above about 28%, passing the limit was not always enough;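 also: yeast W303a lacking pdr1 and pdr3 grown in galactose medium; growth measured after three days at 30 °C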
TcdB GH inh – inhibitors of Clostridioides difficile toxin B glycohydrolase | P18177 | TcdB glycohydrolase enzymatic assay, plate reader | inhibition, % at 9.99 µM | actives 0.24% (n = 350,000) | AID 652162; in the data active = inhibition above about 10%
* hit, by the source's call; i = inactive; x = no result given. An unsorted share of the library, and some 4.6% of all compounds hit somewhere here.

SMILES	GDH-TPI counter	BioA inh	FBA Mtb inh	Vc quorum ag	FadD28 FP inh	Mtb UGM inh	Y pestis TopoI	PfHsp40 yeast	TcdB GH inh
CC(C)(C)NC(=O)/C(=C/c1ccccc1F)NC(=O)c1ccc([N+](=O)[O-])cc1	-2	x	-1	-0.3	-1.2	-1.4	-11	-1.7	-0.4
CN(Cc1ncc[nH]1)C(=O)c1cc(COc2c(F)cccc2F)on1	-3	x	0	-0.3	0.4	-1.4	1	3.1	1.3
Cc1cc(NC(=O)CSc2nnc3c(C)cc4ccccc4n23)no1	-3	x	-1	i	-3.1	-2.2	-11	0.1	0.3
Cc1cc(NC(=O)C2CC(=O)OC2c2ccccc2)no1 (stereo not drawn)	-4	1.6	-2	i	-1.5	-3.1	-9	0.2	x
CCN(CC(=O)Nc1c(F)cccc1F)C(=O)/C=C/c1cn(Cc2ccccc2)nc1-c1cccnc1	4	-0.2	1	-5.3	-1.0	-1.3	42	0.1	-3.8
CCCCCCCNC(=O)C1(CC2CC(c3ccc(Cl)cc3)=NO2)CCN(C(=O)Cc2ccc(F)cc2)CC1 (stereo not drawn)	0	-1.5	-4	i	-2.5	0.0	6	-0.1	0.0
O=c1nc(-c2ccccc2)n(-c2ccccc2)c2ncccc12	-5	-0.4	-1	i	-1.7	0.5	-10	0.0	0.9
COc1ccc(N2CC(C(=O)Nc3ccc(S(=O)(=O)Nc4nccs4)cc3)CC2=O)cc1 (stereo not drawn)	2	x	1	-0.9	-0.3	2.7	14	0.9	-0.7
CCn1nccc1C(=O)Nc1ccccc1OC	1	4.8	-1	0.8	-1.4	4.4	-1	-0.9	0.3
c1ccc2[nH]c(NCc3ccc4c(c3)OCO4)nc2c1	-1	2.3	2	-0.6	-2.9	-1.1	-14	0.9	2.0
O=C1NC2(CCCc3ccccc32)C(=O)N1CCOc1ccc(Br)cc1 (stereo not drawn)	0	-3.0	0	i	-3.0	2.0	24	-1.3	0.5
Cc1cc(/C=C2\C(=O)NC(=O)N(c3cccc(F)c3)C2=O)c(C)n1-c1ccc(C(=O)O)c(Cl)c1	10	-1.2	-4	-0.6	-0.7	0.2	-12	-0.6	0.1
O=C(Nc1ccc(F)cc1F)N1CCCN(c2ccc([N+](=O)[O-])cn2)CC1	7	1.4	-2	i	0.1	2.0	3	-1.8	-0.3
CCOC(=O)c1ccc(NC(=O)COC)cc1	6	-3.7	-1	-0.4	-0.6	1.7	-10	-0.9	x
COc1ccc(-c2nc(C#N)c(NCC3CCCO3)o2)cc1OC (stereo not drawn)	14	1.4	180*	i	0.6	0.4	-4	0.0	x
Cc1ccc(C)c(NC(=O)C(Sc2nncn2C)c2ccccc2)c1 (stereo not drawn)	-2	0.0	-1	-0.3	-1.0	-1.0	8	-0.4	x
CCc1ccc(CN2CCC(CO)(CC3CCCCO3)CC2)o1 (stereo not drawn)	0	0.5	2	-2.1	0.4	-0.1	-3	1.4	0.0
Cc1cc(C)c(CN2CCC(n3nccc3NC(=O)C3CCCC3)CC2)cc1C	8	-0.5	-2	i	-2.6	-1.5	19	-0.6	1.2
CS(=O)(=O)c1ccc(-c2cccc(NC(=O)c3ccc4c(c3)OCO4)c2)nn1	2	-0.9	-3	i	-1.9	x	1	x	0.3
CCCCOC(=S)NC(=O)c1sc2ccccc2c1Cl	6	x	7	i	2.2	6.2	3	2.6	x
O=C(NNS(=O)(=O)c1ccccc1)c1cccs1	7	-2.5	-5	-0.6	-3.8	x	-3	-1.3	x
Cc1nc2c(N)nn(C)c2nc1C	11	-0.2	2	i	-2.3	x	-2	x	0.8
COc1cc(CN(C)CC2CCCN(CCc3cccc(C(F)(F)F)c3)C2)ccc1O (stereo not drawn)	-2	1.2	1	i	-0.8	2.1	0	-0.7	0.1
CCc1cc(C(=O)NN2C(=O)NC3(CCCCC3)C2=O)sc1C	-7	1.1	6	i	-1.8	3.6	-2	-1.0	0.3
CN=C1NN=C(c2cc(C)n(-c3c(C)n(C)n(-c4ccccc4)c3=O)c2C)CS1	7	-1.3	0	-0.5	-1.2	0.3	5	-0.9	0.6

Reformatted: results already given
Values in the order – GDH-TPI counter | BioA inh | FBA Mtb inh | Vc quorum ag | FadD28 FP inh | Mtb UGM inh | Y pestis TopoI | PfHsp40 yeast | TcdB GH inh
> Cc1cc(/C=C2\C(=O)NC(=O)N(c3cccc(F)c3)C2=O)c(C)n1-c1ccc(C(=O)O)c(Cl)c1
 : 10 | -1.2 | -4 | -0.6 | -0.7 | 0.2 | -12 | -0.6 | 0.1
> O=C(Nc1ccc(F)cc1F)N1CCCN(c2ccc([N+](=O)[O-])cn2)CC1
 : 7 | 1.4 | -2 | i | 0.1 | 2.0 | 3 | -1.8 | -0.3
> CCOC(=O)c1ccc(NC(=O)COC)cc1
 : 6 | -3.7 | -1 | -0.4 | -0.6 | 1.7 | -10 | -0.9 | x
> COc1ccc(-c2nc(C#N)c(NCC3CCCO3)o2)cc1OC (stereo not drawn)
 : 14 | 1.4 | 180* | i | 0.6 | 0.4 | -4 | 0.0 | x
> Cc1ccc(C)c(NC(=O)C(Sc2nncn2C)c2ccccc2)c1 (stereo not drawn)
 : -2 | 0.0 | -1 | -0.3 | -1.0 | -1.0 | 8 | -0.4 | x
> CCc1ccc(CN2CCC(CO)(CC3CCCCO3)CC2)o1 (stereo not drawn)
 : 0 | 0.5 | 2 | -2.1 | 0.4 | -0.1 | -3 | 1.4 | 0.0
> Cc1cc(C)c(CN2CCC(n3nccc3NC(=O)C3CCCC3)CC2)cc1C
 : 8 | -0.5 | -2 | i | -2.6 | -1.5 | 19 | -0.6 | 1.2

The results go on.
SMILES	GDH-TPI counter	BioA inh	FBA Mtb inh	Vc quorum ag	FadD28 FP inh	Mtb UGM inh	Y pestis TopoI	PfHsp40 yeast	TcdB GH inh
C/C(=N\Nc1cccc2cccnc12)c1ccccc1O	9	x	0	1.5	-0.3	-1.0	0	-0.9	0.1
COc1ccccc1N1CCN(C(=O)c2oc3cc(C)cc(C)c3c2C)CC1	-8	-0.3	1	-0.2	-2.2	-0.3	18	2.5	x
COc1ccc(C(=O)N2CCCC(c3ccccc3)=N2)cc1	3	x	4	-0.2	-2.4	-0.5	0	0.0	1.8
CCC(=O)N1CCC2(CC1)Oc1ccc(Cl)cc1C(=O)C21CC(c2ccc(Cl)cc2)=NO1 (stereo not drawn)	0	-3.0	-2	-0.8	-4.8	-1.2	37	-0.5	0.6
O=C(COC(=O)C12CC3CC(CC(O)(C3)C1)C2)N1CCN(S(=O)(=O)c2ccc(Cl)cc2)CC1	10	1.6	1	-0.2	-2.2	1.0	4	2.0	x
O=S(=O)(Nc1ncccn1)c1ccc(NS(=O)(=O)c2cccc(Cl)c2Cl)cc1	-12	x	-3	-0.3	-4.8	2.9	3	-0.1	1.3
O=C(c1cc(S(=O)(=O)NCc2ccco2)ccc1Br)N1CCOCC1	1	-0.9	0	i	-2.3	0.6	1	0.9	-1.5
COc1ccccc1-n1c(SCC(=O)Nc2ccc3c(c2)OCO3)nc2c(c1=O)SCC2	29	x	-3	i	-2.4	-1.6	35	0.9	x
CCN(CC)C(=O)C1CCN(S(=O)(=O)c2cccc3nonc23)CC1	1	-1.1	1	i	0.5	-1.8	-2	-0.7	x
CC(=O)Nc1cccc(-c2csc(Nc3ccc(C)cn3)n2)c1	10	1.0	-3	i	-0.7	-0.4	-4	4.1	x
Cc1cc(OCC(=O)N2CCOCC2)cc2oc(=O)c3ccccc3c12	13	0.2	54*	-0.7	-1.4	0.0	3	1.7	x
Clc1ccc(-c2nc3ccc(Cl)cn3c2CN2CCOCC2)cc1	-4	1.3	1	2.8	-4.6	-1.4	6	-1.1	x
COC(=O)C1=C(c2ccc(-c3ccccc3)c(F)c2)C[C@@H]2CC[C@H]1N2C(=O)NCc1ccco1	-2	0.0	1	i	-1.9	-2.3	56*	3.5	-0.8
Cc1ccc(CN(CCO)CCO)cc1	-5	-0.5	1	0.6	-5.2	1.1	4	-1.0	0.3
CCCN1C2CCCC1CC(NC(=O)C1CCCCC1)C2 (stereo not drawn)	1	x	1	3.3	-0.8	1.8	-3	0.6	x
CCCCNC(=O)CCn1c(=O)c2ccccc2n(CC(=O)N2CC(C)CC(C)C2)c1=O (stereo not drawn)	-2	0.0	6	-25	-3.3	2.1	5	0.7	x
CC(Oc1ccccc1)C(=O)N1CCCc2ccccc21 (stereo not drawn)	-4	3.7	1	-0.3	-3.2	0.6	-2	-0.9	x
CN(C)c1ccc(-c2nnn(CC(=O)NCc3ccc4c(c3)OCO4)n2)cc1	6	x	3	-0.3	0.4	-1.7	4	-1.1	0.0
CCCCNc1c(N)n(CC(C)C)c(=O)[nH]c1=O	1	x	9	0.2	-1.4	3.7	5	-1.1	2.3
CCCN1CCC(NCC(C)c2ccccc2)CC1 (stereo not drawn)	6	-2.7	2	-0.7	-0.3	-0.7	3	0.9	0.5
CCN(CC)C(=O)Oc1ccc(Cl)c2cccnc12	1	-1.9	15	i	-0.1	-2.3	3	-1.1	3.1
Cc1ccc(C(=O)N/C(=C/c2ccc(F)cc2)C(=O)NCc2ccncc2)cc1	5	0.4	1	6.7	-1.4	-0.2	5	-1.5	0.6
CCC(=O)Nc1ccc(F)c(Cl)c1	1	-0.7	-3	i	-1.3	0.4	4	0.2	x
C[C@@]12C(=O)N(c3cccc(F)c3)C(=O)N1[C@@H]1c3ccccc3OC[C@@H]1[C@H]2c1ccccc1	-1	-1.9	0	-0.7	-1.0	0.3	4	-2.2	-10
CC(=O)Nc1nc(N)n(-c2ccccc2)n1	1	-1.2	1	-0.5	-0.6	-0.7	5	-0.7	x
(listing goes on)
SMILES	GDH-TPI counter	BioA inh	FBA Mtb inh	Vc quorum ag	FadD28 FP inh	Mtb UGM inh	Y pestis TopoI	PfHsp40 yeast	TcdB GH inh
COc1ccc(N/C=C/c2nc(SC)nnc2C)cc1	9	3.9	-21	-0.2	-2.0	0.3	-1	0.6	-0.4
CSc1ncccc1C(=O)N1CCN(S(=O)(=O)c2ccc(C)cc2)CC1	-4	-1.3	-1	i	-0.7	0.9	3	-0.4	8.3
COc1ccc(CN2C(=O)c3ccccc3C2=O)cc1C(=O)Nc1ccc(C)cc1C	2	0.6	0	-0.4	-0.7	x	1	1.0	1.5
Cc1ccc(-n2nc3c(=O)n(CCCC(=O)NCc4ccco4)nc(C)c3c2C)cc1	3	3.9	-1	i	0.3	3.2	16	1.6	0.7
Cc1cccc(NC(=S)Nc2ccc(Br)cc2)c1	8	1.3	0	i	-2.1	2.0	5	-0.9	x
CC(=O)NC(c1ccc(F)c(F)c1)c1nc(-c2ccc(F)c(Cl)c2)cs1 (stereo not drawn)	2	-0.7	1	i	-3.6	x	-5	x	-3.7
COc1ccc(F)cc1S(=O)(=O)NCC(=O)NCc1cc(=O)n(C)c(=O)n1C	7	-3.0	3	-12	0.6	0.1	-4	-0.2	1.9
O=C(NCCN1CCN(c2ccccc2)CC1)Nc1ccccc1Cl	0	-1.5	-2	i	0.7	1.3	-1	1.2	-0.2
CCN1CCN(C(=O)CS(=O)(=O)Cc2nc(-c3ccc(C)cc3)oc2C)CC1	7	-0.8	-1	-0.1	-0.9	0.0	5	2.3	0.2
CCOC(=O)C1=C(C)N=C2SCCC(=O)N2C1c1ccc(C(=O)OC)cc1 (stereo not drawn)	16	1.5	1	i	-2.6	-0.1	-1	-0.8	x
COc1ccc(C(=O)c2nccc3ccccc23)cc1	4	x	-1	-1.0	-3.0	-0.5	-4	4.0	1.1
O=[N+]([O-])c1cccnc1NCc1cccs1	16	0.1	0	-6.7	0.3	0.8	5	0.2	0.5
COCCn1c(SCC(=O)OCc2ccccc2)nc2c1c(=O)[nH]c(=O)n2C	-11	0.6	4	i	-1.9	2.6	2	1.6	0.4
O=C(CN1CCC(NC(=O)c2cccc(F)c2)CC1)Nc1ccc(Br)cc1	-2	5.9	1	-0.7	-3.7	-1.5	1	-0.2	0.6
Fc1ccc2nc(Nc3nc4c(F)cc(F)cc4s3)sc2c1	5	x	8	-0.4	-5.1	-0.7	-7	-0.3	0.8
COc1ccc(N2CCN(Cc3ccc(Br)s3)CC2)cc1	0	6.4	1	-5.3	-2.5	2.3	8	0.0	x
COc1ccc(-c2ccc(-c3noc(-c4ccccc4)n3)c(OC)n2)cc1	1	-10	13	i	-0.2	0.6	-6	-0.2	1.2
CSCC[C@H](NC(=O)c1ccc2c(c1)OCO2)c1nnc2ccccn12	2	-1.0	1	i	-2.2	3.4	2	0.9	1.2
COc1ccccc1C(O)P(=O)(OCC(C)C)c1ccc(N(C)C)cc1 (stereo not drawn)	-5	-3.5	1	i	-2.1	-0.5	3	0.4	0.0
